# UTI89 phage lysis: protection from phage-mediated lysis, alamar blue read-out – E. coli UTI89, K1F phage, bacterial capsule biogenesis inhibitors (AID 488966) | 340,000 tested, 0.02% active | inhibition, % at 100 µM, or IC50 in µM where a hit was titrated | E. coli UTI89 K1F phage lysis, alamar blue, 2 h; higher % means a stronger effect;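 active = phage lysis inhibition, versus mean bacterial control, above a set limit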;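 note: capsule biogenesis inhibitors block K1F phage lysis so surviving cells raise fluorescence; higher fluorescence means more inhibition of phage lysis; actives were called in the ten point dose series up to 300 µM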
# MgcRacGAP inhibition: MgcRacGAP GTPase-activating activity inhibitors, confirmation, biochemical, ADP Hunter fluorescence. MgcRacGAP-stimulated Rac1 GTP hydrolysis, ADP Hunter fluorescence; higher % means a stronger effect; GST-tagged Rac1 F28L mutant substrate. inhibition, % at 30 µM, or IC50 in µM where a hit was titrated. 340,000 tested, 0.6% active;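 active = first-screen hits whose inhibition reached a set limit at any dose in the follow-up dose series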;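 note: fluorescence reports GDP produced by GAP-driven GTP hydrolysis; strong numbers were not always called active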
# GPR55 beta-arrestin: selective activators of receptor GPR55 – imaging, U2OS cells, beta-arrestin-GFP redistribution, primary screen (AID 1961). U2OS GPR55 beta-arrestin-GFP redistribution imaging; higher % means a stronger effect. activation, % at 10 µM; hits with a dose series show EC50 in µM. 290,000 tested, 0.048% active;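 active = activation above 40% with more than 50 cells counted in the well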;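 note: U2OS osteosarcoma cells stably expressing GPR55 and beta-arrestin-GFP; plate controls were DMSO negative control for no effect and LPI positive control for full effect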
# GPR35 antagonists: GPR35 antagonists blocking zaprinast-driven arrestin recruitment, primary screen, imaging, U2OS, beta-arrestin-GFP, zaprinast agonist (AID 2058); U2OS GPR35 beta-arrestin-GFP translocation imaging, zaprinast antagonism; higher % means a stronger effect; one-dose inhibition, % at 10 µM; IC50 in µM for titrated hits; 290,000 tested, 0.052% active;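 active = inhibition of at least 50% with at least 30 cells and total cytoplasm GFP at most 10,000,000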
# GPR55 LPI antagonism: inhibition of LPI-stimulated GPR55 beta-arrestin translocation – imaging, U2OS, beta-arrestin-GFP, LPI agonist, primary screen (AID 2013); U2OS GPR55 beta-arrestin-GFP translocation imaging, LPI antagonism; higher % means a stronger effect; inhibition, % at 10 µM, or IC50 in µM where a hit was titrated; 290,000 tested, 0.13% active;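 active = spots per cell inhibited over 60%, with over 100 cells counted and total cytoplasm intensity under 500,000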;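 note: U2OS cells stably carrying GPR55 and arrestin-GFP stimulated by 5 µM LPI near EC80; imaged beta-arrestin-GFP aggregate spots per cell after agonist stimulation; plate controls were LPI-stimulated DMSO wells for no effect and DMSO wells without LPI for full effect; some results filed as inactive read as strong as hits; confirmed hits need IC50 under 10 µM and bright autofluorescent wells are also inconclusive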
# KOR beta-arrestin-1: KOR antagonists, beta-arrestin recruitment, cell-based, luminescence, uHTS (AID 1778); one-dose inhibition, % at 10 µM; IC50 in µM for titrated hits; 290,000 tested, 0.091% active; KOR beta-arrestin recruitment, luminescence, antagonist mode; higher % means a stronger effect; in the data active = inhibition above about 50%; note: strong numbers were not always called active
# KOR beta-arrestin-2: kappa opioid receptor activators – cell-based, luminescence, uHTS, primary screen (AID 1777); 280,000 tested, 0.02% active; one-dose activation, % at 10 µM; EC50 in µM for titrated hits; KOR beta-arrestin recruitment, luminescence; higher % means a stronger effect; in the data active = activation above about 50%, passing the limit was not always enough; note: a part of the inactive calls stands beside numbers as strong as those of hits
# NOD1 inhibition: NOD1 signaling inhibitors, primary screen, cell-based, luminescence, uHTS (AID 1578). NOD1-driven NF-kB luciferase reporter cells, luminescence; higher % means a stronger effect. inhibition, % at 4 µM, or EC50 in µM where a hit was titrated. 290,000 tested, 1% active; in the data active = inhibition mostly above about 36%, no sharp cut-off; inactive = mostly below about 34%;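 note: HEK-293T reporter cells stimulated with the NOD1 agonist gamma-tri-DAP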
# NTR1 agonist: NTR1-driven beta-arrestin-GFP spot formation – imaging, U2OS cells, high content, primary screen (AID 493036). agonist mode. activation, % at 20 µM. 330,000 tested, 0.17% active;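 active = activation at or above 40% of the spot to cytoplasm intensity ratio, with at least 20 cells analyzed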;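 note: 0% = DMSO without peptide and 100% = 100 nM NTR1 peptide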
# Target sequence (P30989 whole entry, looked up): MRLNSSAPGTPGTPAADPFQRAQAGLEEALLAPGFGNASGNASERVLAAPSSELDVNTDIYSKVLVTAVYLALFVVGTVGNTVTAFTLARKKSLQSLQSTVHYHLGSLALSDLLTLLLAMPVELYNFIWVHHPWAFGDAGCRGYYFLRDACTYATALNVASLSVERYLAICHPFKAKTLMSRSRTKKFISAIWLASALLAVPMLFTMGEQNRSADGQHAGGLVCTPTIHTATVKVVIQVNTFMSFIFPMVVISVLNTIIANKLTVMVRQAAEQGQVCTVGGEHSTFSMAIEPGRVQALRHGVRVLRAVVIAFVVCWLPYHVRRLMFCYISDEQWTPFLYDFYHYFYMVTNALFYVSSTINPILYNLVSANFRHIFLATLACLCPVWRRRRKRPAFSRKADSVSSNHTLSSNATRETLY
# NTR1 agonist cell count 20 µM: second read-out of NTR1 agonist, no call of its own (marks repeat the call); cell count; measured here: cell count, cytotoxicity flag
# Numbers without * were called inactive; · = no result given; [ ] = remark or other dose. Not all compounds are listed; count on the stated rates, not on these rows.
Structure	NTR1 agonist cell count 20 µM	KOR beta-arrestin-2	GPR55 beta-arrestin	NOD1 inhibition	GPR35 antagonists	GPR55 LPI antagonism	UTI89 phage lysis	MgcRacGAP inhibition	NTR1 agonist	KOR beta-arrestin-1
CN(C)/N=C/c1ccc(/C=N/NC(N)=S)o1	68	-8.4%	-0.2%	-24%	-11%	17%	0.4%	16%	1.6	13%
COc1ccc(N=c2scc(-c3ccc(OC)cc3)n2CCO)cc1	80	-3.0%	0.1%	15%	-10%	4%	-0.2%	17%	3.7	6%
Cc1cc(C)nc(NC(=O)c2ccc(OC(C)C)cc2)n1	49	-5.2%	-0.2%	6%	-8%	-14%	-0.2%	4%	0.2	-43%
Cc1ccc(Nc2nc(N3CCOCC3)nc(N3CCOCC3)n2)cc1C	54	-0.1%	-0.1%	25%	3%	4%	0.6%	11%	1.5	-16%
O=C1/C(=C/c2cccnc2)SC(=S)N1CCc1ccccc1	45	2.1%	-0.2%	-9%	-4%	4%	-0.8%	10%	8.5	-37%
Cc1ccc(-c2cc(C(=O)N/N=C\c3cnn(C)c3C)c3ccccc3n2)cc1C	85	-0.8%	-0.1%	-26%	-2%	5%	0.1%	-1%	6.7	16%
Cc1cccc(NC(=O)c2ccc(S(=O)(=O)N3CCCCC3)cc2)n1	62	-3.7%	-0.1%	2%	6%	16%	0.5%	2%	-1.5	24%
CCN(CCCNS(=O)(=O)c1ccc2c(c1)oc(=O)n2C)c1cccc(C)c1	45	7.7%	-0.1%	31%	7%	-6%	0.2%	11%	-2.2	-30%
CCC(C)NCCCOc1ccc(Cl)cc1C(C)(C)C (stereo not given)	35	3.8%	-0.2%	-12%	-3%	25%	3.4%	28%	0.1	-6%
CCOC(=O)c1cc2c(n(-c3ccc(C)cc3)c1=O)CCCC2=O	47	-1.2%	-0.2%	-24%	-5%	1%	1.8%	4%	-1.2	-15%
COc1cc(CNCc2ccc(OC)c3ccccc23)cc(OC)c1OC	65	0.6%	0.3%	43%	-7%	6%	-2.0%	30%	0.9	-37%
CS(=O)(=O)N(CC(=O)NCCSCc1ccccc1Cl)c1ccc(F)cc1	50	-2.7%	0.5%	-22%	-6%	-3%	-0.1%	-3%	-1.0	-18%[20 µM]
CN(C)S(=O)(=O)Oc1ccsc1C(=O)Nc1ccccc1Cl	80	0.3%	-0.1%	4%	-11%	-3%	-0.3%	2%	-0.7	-15%
Cc1ccc(-c2nc(CSCC(=O)NC3CCN(Cc4ccccc4)CC3)c(C)o2)cc1	64	-3.0%	-0.1%	16%	1%	6%	0.5%	11%	0.3	-37%
O=C(O)CCN1C(=O)C2CCCCC2C1=O (stereo not given)	68	-12%	0.0%	0%	-16%	-8%	0.3%	4%	0.3	28%
Cc1ccc(-n2cccn2)c([C@@H]2C[C@H]3CN(C)C(=O)[C@]34CCCN24)c1	67	-1.1%	0.0%	-4%	4%	3%	-0.5%	-1%	-0.2	8%
CN(CCOc1ccccc1)CCOc1ccccc1	63	-2.3%	-0.2%	18%	-7%	13%	0.4%	-4%	-3.2	-35%
CCn1nc(C(=O)Nc2ccc(C)c(C)c2)c(Cl)c1Cl	95	-0.1%	-0.1%	-31%	25%	6%	0.6%	9%	0.0	21%
Cc1ccc(C)c(C(=O)C(C)OC(=O)CN2C(=O)NC3(CC(C)CC(C)(C)C3)C2=O)c1 (stereo not given)	74	5.6%	-0.1%	-17%	-4%	-1%	1.6%[50 µM]	6%	1.0	-7%
COc1ccc(C(=O)NCc2nnc(SCCOc3ccccc3)n2C)cc1	68	-1.0%	-0.1%	-24%	-6%	15%	-0.1%	-4%	2.6	2%[20 µM]
COc1ccc(C(C(=O)NCC2CCCO2)N(Cc2cccs2)C(=O)c2snc(C(N)=O)c2N)cc1 (stereo not given)	38	5.1%	-0.1%	28%	0%	1%	1.4%	6%	2.7	-13%
O=C(OC1CCS(=O)(=O)c2sccc21)c1ccccc1 (stereo not given)	50	3.3%	0.0%	-12%	16%	10%	0.7%	5%	0.7	-8%
CC(=O)NN1C(=O)/C(=C\c2ccc(O)cc2)SC1=S	91	-8.0%	-0.1%	-40%	-12%	4%	-0.2%	121µM*	0.1	-14%
N#C/C(C(=O)N1CCOCC1)=C1/SC(Cc2ccc(F)cc2)C(=O)N1c1ccccc1 (stereo not given)	70	1.9%	-0.1%	-34%	5%	5%	0.3%	-10%	-0.6	0%
Cc1cc(C)c(-c2csc(NC(=O)c3cc([N+](=O)[O-])ccc3N3CCOCC3)n2)c(C)c1	91	-0.1%	0.3%	-7%	-25%	11%	0.5%	5%	2.4	1%
O=S(=O)(c1ccc(Cl)cc1)n1cnc2ccccc21	65	-2.0%	0.3%	-31%	1%	8%	-1.7%	0%	-0.8	-12%[20 µM]
O=C(NC1(C(F)(F)F)NC(=O)N(CCc2ccccc2)C1=O)C1CC1 (stereo not given)	39	1.2%	-0.3%	4%	-2%	1%	2.1%	17%	-0.9	5%
O=C(Cc1nc(-c2ccc([N+](=O)[O-])cc2)cs1)Nc1ccccc1	75	7.7%	-0.1%	43%	1%	6%	-0.7%	8%	0.6	-22%
O=C(COc1cccc(Cl)c1)N/N=C\c1cc2ccccc2nc1Cl	53	30%	0.4%	-4%	6%	12%	0.4%	11%	18	19%
COc1ccc(CC(C)CC(=O)NCCc2ccc(OC)c(OC)c2)cc1 (stereo not given)	53	-6.1%	-0.1%	-14%	14%	2%	0.4%[50 µM]	4%	-1.1	10%

# 3 structures out of the list, arranged by molecular weight, rising.
Structure	NTR1 agonist cell count 20 µM	KOR beta-arrestin-2	GPR55 beta-arrestin	NOD1 inhibition	GPR35 antagonists	GPR55 LPI antagonism	UTI89 phage lysis	MgcRacGAP inhibition	NTR1 agonist	KOR beta-arrestin-1
CCOC(=O)c1cc2c(n(-c3ccc(C)cc3)c1=O)CCCC2=O	47	-1.2%	-0.2%	-24%	-5%	1%	1.8%	4%	-1.2	-15%
Cc1cccc(NC(=O)c2ccc(S(=O)(=O)N3CCCCC3)cc2)n1	62	-3.7%	-0.1%	2%	6%	16%	0.5%	2%	-1.5	24%
Cc1ccc(-c2nc(CSCC(=O)NC3CCN(Cc4ccccc4)CC3)c(C)o2)cc1	64	-3.0%	-0.1%	16%	1%	6%	0.5%	11%	0.3	-37%

# (next part)
Structure	NTR1 agonist cell count 20 µM	KOR beta-arrestin-2	GPR55 beta-arrestin	NOD1 inhibition	GPR35 antagonists	GPR55 LPI antagonism	UTI89 phage lysis	MgcRacGAP inhibition	NTR1 agonist	KOR beta-arrestin-1
CCN(CC)c1ccc(/C=N/N2CCOCC2)cc1	71	-3.3%	0.1%	-19%	-16%	-6%	0.6%	41µM*	-0.5	-19%
CSc1nc(-c2ccccc2)nc(NC(=O)c2ccccc2)c1C(C)=O	45	3.9%	-0.8%	-40%	12%	-2%	0.4%	5%	5.6	-39%
Cc1ccc(S(=O)(=O)N2CCOC2CNC(=O)C(=O)NCc2ccc(Cl)cc2)cc1 (stereo not given)	64	4.6%	0.0%	-34%	-8%	4%	0.0%	7%	1.1	-2%
O=C(NC1CCCC1)c1ccc(Cl)c(S(=O)(=O)N2CCCCC2)c1	35	-2.0%	-0.1%	11%	3%	2%	0.1%	9%	0.2	21%
O=C(OCc1cc([N+](=O)[O-])cc2c1OCOC2)c1ccccn1	51	-1.5%	0.5%	-19%	-6%	5%	0.0%	4%	1.0	-13%
O=C(CC1SCCNC1=O)Nc1ccccc1Cl (stereo not given)	49	-4.1%	-0.3%	-46%	4%	-1%	0.3%	3%	0.2	11%
COc1ccccc1N1CCN(CC(C)N(C(=O)C2CCCCC2)c2ccccn2)CC1 (stereo not given)	74	2.0%	-0.1%	-8%	-3%	6%	0.4%	8%	0.5	24%
CC(C)N1C(=O)CCC1C(=O)NCCc1ccc(Cl)cc1 (stereo not given)	50	-4.1%	0.3%	3%	1%	8%	0.5%	20%	-2.4	25%
CCOc1ccc(N(CC(=O)NCCc2ccccc2)C(=O)CCC(=O)Nc2cc(C)ccn2)cc1	45	0.3%	-0.1%	-31%	-8%	10%	0.1%	4%	-1.0	-7%
COc1ccccc1NC(=O)COC(=O)c1ccc(S(=O)(=O)NCc2ccco2)cc1	45	1.3%	0.0%	23%	5%	1%	4.6%[50 µM]	8%	5.1	11%
COc1cccc(N2CCN(Cc3ncc(-c4ccccc4)o3)CC2)c1	50	-0.7%	0.6%	-27%	-3%	5%	0.0%	7%	1.4	-6%
O=C(OCc1ccccc1Cl)c1ccc(-n2cnnc2)cc1	73	2.4%	0.2%	-1%	5%	-18%	0.3%	8%	3.1	-66%
Cc1nnc(SCC(=O)Nc2nonc2C)s1	53	2.7%	0.2%	-12%	-4%	0%	0.8%	5%	-0.4	-19%
Cc1ccc(Nc2nc(-c3ccc(O)cc3O)cs2)nc1	37	0.8%	0.2%	-36%	40%	5%	-3.0%	21%	19	-62%[20 µM]
Cc1ccc(N2CC(C(=O)NCCN3CCOCC3)CC2=O)cc1 (stereo not given)	67	-3.4%	0.5%	-21%	2%	11%	0.4%	4%	-0.9	-19%
O=C(NCc1ccc(F)cc1)C1CCC(CNS(=O)(=O)c2ccccc2)CC1 (stereo not given)	81	-2.9%	0.0%	6%	5%	-16%	0.0%	5%	-1.0	15%
CC(=O)Nc1ccc(S(=O)(=O)NC(C)C(=O)OCC(=O)NC2CCCC2)cc1 (stereo not given)	70	8.3%	0.3%	-19%	2%	9%	2.9%	3%	-0.4	-5%
COC(=O)c1ccc(N(CC(=O)NC2CCCC2)C(=O)CNC(=O)c2ccco2)cc1	59	-2.7%	-0.1%	-27%	0%	-2%	0.9%	0%	0.0	6%
COc1ccc2nc(SCC(=O)NCCc3ccccc3)[nH]c2c1	48	-0.6%	-0.1%	-3%	8%	56%	0.5%	11%	-1.8	14%
N#C/C(=C\c1cccs1)c1nc2ccccc2[nH]1	·	7.3%	-0.2%	-37%	5%	-5%	5.1%	7%	·	-3%
COc1ccc(Cc2nnc(NC(=O)C3CCCO3)s2)cc1 (stereo not given)	109	4.4%	-0.1%	5%	1%	9%	-0.2%	6%	3.6	-17%
N#Cc1cccc(NC(=O)COC(=O)c2ccc3c(=O)n4c(nc3c2)CCC4)c1	89	2.9%	0.0%	-29%	8%	3%	·	·	-0.2	-16%
O=C(Nc1c2c(nn1-c1cccc(Cl)c1)CS(=O)(=O)C2)c1cccs1	45	-0.4%	-0.2%	-8%	-5%	-18%	-2.2%	-1%	0.3	-71%
CSc1ccc(S(=O)(=O)NCc2ccc(Cl)cc2Cl)cc1	39	-0.1%	-0.2%	10%	13%	-6%	-2.6%	2%	1.8	-34%
COc1ccccc1C(=O)NCC(=O)OCC(=O)c1ccc2c(c1)-c1ccccc1C2	73	4.4%	-0.3%	-24%	-6%	2%	0.9%[50 µM]	-4%	-0.5	12%

# Screening data deposited in PubChem by several laboratories.
